HKDC1 inhibitor: HKDC1 (human) hexokinase inhibition; Q2TB90; recombinant HKDC1, G6PDH/diaphorase resazurin coupled fluorescence; inhibition, % at 20 µM; 340,000 tested, 0.16% active; AID 493160;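 active means inhibition above about 35% when tested at 20 µM, limit read from the data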;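 further: plate controls were DMSO wells with enzyme for no effect and DMSO wells lacking enzyme for full effect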
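Material: recombinant HKDC1 hexokinase; Amount: HKDC1 at 5 µg/mL; Medium: Tris pH 8.0 buffer with MgCl2, Tween-20, BSA, BME; Schedule: 90 min reaction incubation at room temperature, dark; Technique: coupled resazurin fluorescence, excitation 525 nm, emission 613 nm.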
SENP7 inh: SENP7 protease inhibition | Q9BQF6 | recombinant SENP7, Z-RLRGG-aminoluciferin luminescence, 40 min | inhibition, % at 5 µM | 330,000 tested, 1.5% active;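 active means inhibition above about 50% at the single test dose, limit read from the data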;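 further: plate controls were DMSO with enzyme for no effect and no enzyme buffer wells for full effect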
Target sequence (Q9BQF6 706-1050 limits assumed): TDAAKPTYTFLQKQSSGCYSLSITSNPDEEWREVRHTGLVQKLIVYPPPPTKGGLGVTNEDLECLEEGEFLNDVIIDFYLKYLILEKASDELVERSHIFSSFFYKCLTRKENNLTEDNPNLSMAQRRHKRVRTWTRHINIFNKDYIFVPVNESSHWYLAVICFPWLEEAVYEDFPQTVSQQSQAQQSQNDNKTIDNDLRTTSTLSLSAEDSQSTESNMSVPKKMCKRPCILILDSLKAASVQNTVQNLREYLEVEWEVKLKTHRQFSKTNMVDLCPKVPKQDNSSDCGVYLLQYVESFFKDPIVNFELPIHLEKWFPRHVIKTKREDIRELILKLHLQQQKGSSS
PfGluPho inh: PfG6PD (Plasmodium falciparum) enzyme inhibition; PfGluPho enzyme, NADPH resazurin-diaphorase fluorescence; inhibition, % at 20 µM; 350,000 tested, 0.78% active;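 active means inhibition reaching at least a set limit at 20 µM in the primary screen, cut at about 59% in these data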;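 further: 0% = DMSO wells with substrate and 100% = DMSO wells lacking glucose-6-phosphate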
SENP1 inh: blocks the human SENP1 SUMO protease catalytic domain. recombinant SENP1 catalytic domain, CyPet-SUMO1-YPet FRET cleavage. inhibition, % at 10 µM. 360,000 tested, 0.21% active. AID 624204;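 active means inhibition at least 30% at 10 µM, raw YFP signal under a set limit, fluorescence ratio 0.5 to 1.5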;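 further: 0% = enzyme with DMSO and 100% = no enzyme wells; some results filed as inactive read as strong as hits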
Target sequence (Q9P0U3 419-644 limits assumed): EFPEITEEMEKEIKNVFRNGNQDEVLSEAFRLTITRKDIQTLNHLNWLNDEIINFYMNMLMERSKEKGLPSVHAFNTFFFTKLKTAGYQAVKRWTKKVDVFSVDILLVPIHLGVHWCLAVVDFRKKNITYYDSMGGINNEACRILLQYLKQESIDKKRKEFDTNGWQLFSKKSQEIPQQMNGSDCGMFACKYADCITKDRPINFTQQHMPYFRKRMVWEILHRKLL
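System: Recombinant human SENP1 catalytic domain, His6-tagged | Incubation: Enzyme reaction for 50 min at room temperature, dark | Medium: Tris pH 8 with BME, BSA, NP40 and catalase | Also added: 25 nM SUMO1 FRET substrate | Compound: 10 µM single point, 0.5% DMSO | Measured by: FRET fluorescence in CFP and YFP emission channels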
SENP8 block-1: inhibitors of human SENP8 protease. 360,000 tested, 0.64% active. AID 602440. Q96LD8. inhibition, % at 20 µM. recombinant SENP8, Nedd8 substrate fluorescence; in the data active means inhibition mostly above about 40%, no sharp cut-off; inactive means mostly below about 27%
Apaf1 inhib: human Apaf-1 inhibition | O14727 | reconstituted apoptosome caspase-3 activity, DEVD-Rh110 fluorescence | inhibition, % at 20 µM | 330,000 tested, 0.71% active | AID 489030; active means inhibition of at least 40% at 20 µM;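 further: plate controls were DMSO wells for no effect and DEVD-CHO caspase inhibitor wells for full effect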
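Assay system: Apoptosome proteins | Medium: pH 7.5 Hepes buffer with CHAPS, BSA, DTT | Also added: Cytochrome c and DEVD-Rh110 substrate | Times: 30 min plus 50 min, RT | Detection: Rhodamine 110 fluorescence at Ex 480/Em 540 nm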
SENP6 block: blocks the human protease SENP6 | Q9GZR1 | Recombinant SENP6 catalytic domain, aminoluciferin luminescence | inhibition, % at 10 µM | 330,000 tested, 1.8% active;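 active means inhibition above about 50% at the single tested dose, limit read from the data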;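 further: plate controls were DMSO wells with enzyme for no effect and DMSO wells lacking enzyme for full effect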
Target sequence (Q9GZR1 628-1112 limits assumed): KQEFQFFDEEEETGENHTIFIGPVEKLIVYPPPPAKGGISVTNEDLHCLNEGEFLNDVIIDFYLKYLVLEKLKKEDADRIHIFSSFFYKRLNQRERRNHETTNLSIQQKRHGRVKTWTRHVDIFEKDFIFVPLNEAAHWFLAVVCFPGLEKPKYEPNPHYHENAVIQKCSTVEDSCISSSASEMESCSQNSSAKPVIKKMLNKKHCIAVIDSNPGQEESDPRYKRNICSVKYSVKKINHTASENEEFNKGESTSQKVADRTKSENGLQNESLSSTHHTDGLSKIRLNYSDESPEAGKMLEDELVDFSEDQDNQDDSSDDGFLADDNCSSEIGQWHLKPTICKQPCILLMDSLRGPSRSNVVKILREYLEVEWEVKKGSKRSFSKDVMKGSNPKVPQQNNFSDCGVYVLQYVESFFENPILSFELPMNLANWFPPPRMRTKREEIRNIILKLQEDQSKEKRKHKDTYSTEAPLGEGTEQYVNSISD
NALP3 yeast inh: NALP3 inhibition in yeast; Yeast reconstituted NLRP3/ASC/caspase-1, beta-gal luminescence, 24 h; inhibition, % at 10 µM; 330,000 tested, 0.39% active;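 active means inhibition of 50% or more; inactive means inhibition below 50%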;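 further: plate controls were induced DMSO wells for no effect and uninduced yeast grown without galactose for full effect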
SENP8 block-2: SENP8 protease inhibition; AID 2540; 330,000 tested, 1.2% active; purified SENP8, Z-RLRGG-aminoluciferin cleavage, luminescence; inhibition, % at 10 µM; in the data active means inhibition above about 50%
Active calls of the source: *; i = inactive; · = not tested or not shown.

SMILES	HKDC1 inhibitor	SENP7 inh	PfGluPho inh	SENP1 inh	SENP8 block-1	Apaf1 inhib	SENP6 block	NALP3 yeast inh	SENP8 block-2
O=C(CN1CCN(c2ccc(F)cc2)CC1)Nc1ccc(F)c(F)c1	4	3	6	3	31	2	0	9	-3
CCCn1cc(NC(=O)c2cc3n(n2)C(C(F)(F)F)CC(c2ccccc2)N3)cn1 (stereo not given)	4	0	-6	21	9	5	-16	-2	-4
Cc1ccc2c(Cl)cc(Cl)c(O)c2n1	7	·	-29	5	10	·	·	·	·
Cc1ccc(NC(=O)CN(C)C(=O)CNC(=O)c2sc3ccccc3c2Cl)cc1	3	13	-17	-1	5	20	49	31	16
CCN(CC)CCOC(=O)c1ccc(NC(=O)C2(c3ccccc3)CCCC2)cc1	-4	0	7	0	7	15	-4	2	2
CC1CC(C)CN(S(=O)(=O)c2ccc(C(=O)NCc3ccco3)cc2)C1 (stereo not given)	-23	-4	-10	-1	16	-9	6	18	4
CC1c2cc3c(cc2CCN1S(=O)(=O)c1ccccc1)OCCCO3 (stereo not given)	-1	10	-11	-2	1	1	-20	4	-6
COc1cc(/C=N/NC(=O)c2[nH]nc3c2CCc2ccccc2-3)ccc1O	15	11	8	0	-106	10	0	-39	0
COc1cc2[nH]c3c(OC)ncnc3c2cc1OC	2	-13	18	1	-288	12	-26	3	-13
Cc1ccc(CN2CCN(Cc3cc(=O)c4ccccc4[nH]3)CC2CCO)o1 (stereo not given)	-5	-5	-5	3	-9	4	-14	21	-7
CCOc1ccc(CCNC(=O)Cn2c(-c3nonc3N)nc3ccccc32)cc1OCC	-2	-2	4	-35	2	-1	-22	7	5
COc1ccc(N2CCN(/C(=N\S(=O)(=O)c3ccc(C)cc3)Nc3nc(C)cc(C)n3)CC2)cc1	-3	5	1	2	8	9	-6	1	7
Cc1cc(Cl)ccc1OC(C)C(=O)Nc1ccc(S(=O)(=O)Nc2cnc3ccccc3n2)cc1 (stereo not given)	5	-5	-31	0	-415	0	5	1	8
Cc1ccc(-c2noc(CCCC(=O)NC3CCCC3)n2)cc1	-5	6	-1	0	3	5	-13	7	3
COc1ccc(N2CC(C(=O)Nc3nnc(SCC(=O)NC4CCCC4)s3)CC2=O)cc1 (stereo not given)	-9	5	1	0	8	5	8	3	3
CCCN1C(=O)N(C)C(N(O)C(=O)NC)C1(C)C (stereo not given)	2	11	11	1	-166	-7	-8	4	-14
C/C=C(\CS(=O)(=O)c1ccccc1)S(=O)(=O)c1ccccc1	0	1	5	0	32	0	-4	4	3
Brc1ccc(CN2CCN(Cc3c[nH]c4ccccc34)CC2)cc1	-3	4	5	0	8	8	4	33	-5
CC(C)(C)CN1CCNC(=O)C1CC(=O)NCc1cccc(-n2cccn2)c1 (stereo not given)	-11	-12	-7	2	-17	13	-14	0	-3
S=C(NCc1ccc(Cl)cc1)NCc1ccco1	-1	-5	5	-9	-6	13	0	7	0
CCOCCCN(C(=O)c1ccco1)C(C(=O)NC1CCCC1)c1ccc(OC)cc1 (stereo not given)	-4	-8	-19	-1	6	7	-14	13	-11
COCC(=O)N1CCC(Oc2ccc(C(=O)NCCc3ccncc3)cc2)CC1	-8	-9	-6	0	4	7	-1	1	-8
CCN1C[C@@H]2[C@@H]3C(=O)N(C)C(=O)[C@@H]3[C@](Cc3ccccc3)(C1=O)N2C(=O)c1ccc(C(C)(C)C)cc1	3	·	-9	0	10	·	·	·	·
COc1ccc(CCNC(=O)c2ccc3c(c2)NC(=O)CS3)cc1OC	-1	1	11	1	7	-1	-2	2	0
COc1ccc(-c2cc(C)no2)cc1S(=O)(=O)N1CCN(c2cccc(C)c2)C(C)C1 (stereo not given)	8	-7	2	2	7	2	-17	-7	-8
O=C(CCS(=O)(=O)c1ccc(Br)s1)NC1CCCCCC1	-1	-10	-5	-1	8	7	-20	-3	-10
NC1=NC(=O)C(Cc2ccc(OC(F)(F)F)cc2)S1 (stereo not given)	-2	4	4	0	17	-3	10	2	4
Cc1cc(C)c(S(=O)(=O)NC2CCN(Cc3ccccc3)CC2)c(C)c1	-1	4	6	1	23	-4	-1	9	-5
O=[N+]([O-])c1ccc(-c2ccc(/C=N/O)o2)cc1	0	6	4	0	-4	0	39	9	21
COc1cccc(-c2ccc(NC(=O)C3CCCN(Cc4ccco4)C3)cc2)c1 (stereo not given)	-2	0	29	-3	0	15	12	22	1
CCOC(=O)C1CCCN(C(=O)CSc2ccc(Br)cc2)C1 (stereo not given)	-8	-4	-5	1	-2	2	9	2	-2
O=C(CNS(=O)(=O)c1ccc(Br)s1)NCC1COc2ccccc2O1 (stereo not given)	-5	-5	-8	1	11	-5	-10	19	-9
O=c1cc(CN2CCN(S(=O)(=O)c3cccc(Cl)c3)CC2)c2ccc(O)cc2o1	23	-3	0	-24	i	4	5	-4	-3
CCOc1ccc(C2C3=C(CC(C)(C)CC3=O)N(CC(=O)O)C3=C2C(=O)CC(C)(C)C3)cc1OCC	-3	-1	5	-53	-123	5	10	3	-2
Cc1ccc(CNC(=O)CN2C(C)CCCC2C)cc1 (stereo not given)	-13	1	-10	2	10	0	-2	-2	0
CC(=O)Oc1ccc(C(=O)Nc2ccc3c(c2)OCCO3)cc1	-4	47	-6	1	19	0	50	15	2
O=C(CCC1CCCC1)NNC(=O)c1ccc(F)cc1	1	-4	13	0	1	-3	9	10	2
O=C(c1cnc2ccc(Cl)cc2c1Cl)N1CCOCC1	-10	·	3	2	2	·	·	·	·
O=C1NC(c2ccc(Cl)cc2)Oc2ccccc21 (stereo not given)	4	1	-7	2	2	-17	10	11	-5
CC(C)C(NC(=O)c1ccccc1)C(=O)OCc1cc([N+](=O)[O-])cc2c1OCOC2 (stereo not given)	3	4	5	2	22	-11	-1	2	1

Of the compounds above, these contain an aryl thioether with sulfur outside any ring:
SMILES	HKDC1 inhibitor	SENP7 inh	PfGluPho inh	SENP1 inh	SENP8 block-1	Apaf1 inhib	SENP6 block	NALP3 yeast inh	SENP8 block-2
COc1ccc(N2CC(C(=O)Nc3nnc(SCC(=O)NC4CCCC4)s3)CC2=O)cc1 (stereo not given)	-9	5	1	0	8	5	8	3	3
CCOC(=O)C1CCCN(C(=O)CSc2ccc(Br)cc2)C1 (stereo not given)	-8	-4	-5	1	-2	2	9	2	-2

Among those listed so far, these contain a thiophene ring, fused or not:
SMILES	HKDC1 inhibitor	SENP7 inh	PfGluPho inh	SENP1 inh	SENP8 block-1	Apaf1 inhib	SENP6 block	NALP3 yeast inh	SENP8 block-2
Cc1ccc(NC(=O)CN(C)C(=O)CNC(=O)c2sc3ccccc3c2Cl)cc1	3	13	-17	-1	5	20	49	31	16
O=C(CCS(=O)(=O)c1ccc(Br)s1)NC1CCCCCC1	-1	-10	-5	-1	8	7	-20	-3	-10
O=C(CNS(=O)(=O)c1ccc(Br)s1)NCC1COc2ccccc2O1 (stereo not given)	-5	-5	-8	1	11	-5	-10	19	-9

(continued)
SMILES	HKDC1 inhibitor	SENP7 inh	PfGluPho inh	SENP1 inh	SENP8 block-1	Apaf1 inhib	SENP6 block	NALP3 yeast inh	SENP8 block-2
CC(C)N1CCC(N2CCN(Cc3ccc4nonc4c3)CC2CCO)CC1 (stereo not given)	-2	-1	-2	1	23	-1	6	9	-2
Cc1ccc(C)c(S(=O)(=O)N2CCN(C(=O)c3ccncc3)CC2)c1	-5	1	-14	-1	5	-6	-19	12	-10
O=C(CSc1nc2ccccc2c(=O)n1CCCN1CCOCC1)Nc1ccc(Br)cc1	-3	-12	9	2	10	21	-13	16	-9
Cc1cccc(Cc2nnc(CCC(=O)N(C)C3CCOC3)o2)c1 (stereo not given)	-9	-6	4	0	6	-2	-1	4	-2
O=C(N/N=C/c1ccncc1)c1cccc(S(=O)(=O)Nc2ccc(Cl)cc2)c1	12	4	-5	3	7	-15	17	-6	-1
COc1ccc(C(CNC(=O)c2ccco2)N2CCCC2)cc1 (stereo not given)	2	-8	-19	-12	-76	4	-11	18	-16
COc1cccc(/C=N/NC(=O)c2cc(C34CC5CC(CC(C5)C3)C4)[nH]n2)c1	0	-6	21	3	17	14	-6	15	-4
COc1ccc2oc(C(=O)NCc3ccco3)c(C)c2c1	1	1	-3	-2	-95	6	-9	23	-11
CN(CC(=O)OCC(=O)NCc1ccccc1)S(=O)(=O)c1ccc(F)cc1	0	-2	-7	2	7	-5	-19	1	5
COc1cccc(CC(NC(C)=O)C(=O)NC2CCN(C(=O)Nc3ccc(C)cc3)CC2)c1 (stereo not given)	-2	1	-17	6	4	0	6	-3	-1
O=C(NCCCO)/C(=C/c1ccco1)NC(=O)c1ccc(Br)o1	1	-7	-3	1	13	-8	-13	-13	-13
Cc1ccc(S(=O)(=O)N2CCOCC2)cc1NC(=O)COC(=O)CCOc1ccc(C(C)(C)C)cc1	3	-7	16	3	20	29	-14	3	-9
COc1cccc(N2CCN(C3CC(=O)N(c4ccc(C)c(Cl)c4)C3=O)CC2)c1 (stereo not given)	-4	-9	15	1	15	22	-4	20	-9
COc1cccc(CNC(=O)C2CCN(c3nnc(N4CCCC4=O)s3)CC2)c1	-7	-12	-1	-1	6	14	-4	7	-14
Cc1csc(SCC(=O)NC(=O)NC2CCCC2)n1	-6	2	-1	1	15	0	-20	23	-9
CCOC(=O)c1c(NC(=O)CSc2nnc(-c3ccco3)o2)sc(C)c1C	-2	4	8	3	6	3	0	18	1
CN(CC(=O)O)S(=O)(=O)c1ccc2oc3ccccc3c2c1	3	4	-5	-1	8	-8	9	19	1
CCC(=O)Nc1ccc(NC(=S)NC(=O)/C=C/c2ccco2)cc1	3	6	-1	0	11	7	3	8	-1
N#Cc1cccc(C(c2nnnn2C2CCCC2)N2CCC(Cc3ccccc3)CC2)c1 (stereo not given)	0	5	-1	-3	19	11	-4	9	-4
O=C(NCc1ccc2c(c1)OCO2)c1ccc2c(c1)N(Cc1c(F)cccc1Cl)C(=O)CS2	4	-3	-21	4	5	9	-14	-1	-2
COc1ccc(CCN2CC(C(=O)O)CC2=O)cc1OC (stereo not given)	-1	9	-20	-4	18	5	-8	9	2
Cc1ccc(C(=O)CCC(=O)Nc2ccccc2C)c(C)c1	-1	-4	-15	2	16	-1	-4	35	9
CC(C)COP(=O)(OCC(C)C)C(Nc1ccccc1)c1ccc2c(c1)OCO2 (stereo not given)	3	5	30	2	14	19	-33	10	5
CC(Sc1n[nH]c(N)n1)C(=O)Nc1cccc(S(=O)(=O)N2CCOCC2)c1 (stereo not given)	-8	3	-16	0	2	3	-11	11	-6
Cc1ccc(OCC(=O)NC(C)c2ccccc2)cc1 (stereo not given)	-6	3	-9	3	18	-12	-23	20	-1
CCc1cc(C(=O)c2ccc(C)cc2)c(NC(=O)CCl)s1	6	-3	32	0	25	27	-10	-16	-7
CCC1CCCN1Cn1cnc2c([nH]c3ccc(C)cc32)c1=O (stereo not given)	-9	5	6	2	-285	-3	-2	7	1
C=CCNc1ncnc2ccc(Br)cc12	-2	3	17	-1	14	-2	-10	-1	3
CCn1c(N)c(C(=O)NCc2ccc3c(c2)OCO3)sc1=S	-1	6	74*	3	23	6	0	3	-4
CCc1ccc(CC(=S)N2CCOCC2)cc1	-13	-4	11	1	6	-3	3	-3	3
Cc1cc(C)c2c(N)c(C(=O)NCC3CCCCC3)sc2n1	5	2	37	-2	-179	17	-1	18	-12

Screening results as filed in PubChem BioAssay.
